# C-LANA FP – inhibitors of KSHV C-LANA binding to DNA, primary screen, biochemical, fluorescence polarization, FAM-LBS DNA, MBP-C-LANA, single point | Kaposi's sarcoma herpesvirus LANA C-terminal domain (residues 932-1162) DNA binding | inhibition, % at 9 µM | actives 0.078% (n = 340,000) | AID 504423, 2011;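 active = highest replicate inhibition at or above 60% at 9 µM, even if other replicates fall short; inactive = all replicates below 60% inhibition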;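 also: 0% = neutral control wells and 100% = 4 µM acridine orange control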
# SR-BI uptake up – activators of SR-BI mediated DiI-HDL uptake, primary screen, ldlA[mSR-BI] CHO cells, DiI fluorescence; activation, % at 12.5 µM; actives 0.096% (n = 320,000); 3 h; 100 = double the neutral-control signal;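 active = mean replicate activation of at least 60% and every replicate at or above 60%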;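 also: 0% = median plate neutral-control signal and 100% = twice that signal; values of inactives mirror those of a sister screen read the other way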
#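 System: LDL receptor-deficient CHO ldlA cells overexpressing murine SR-BI | Timing: 3 h uptake period with compound, 37 °C | Medium: HEPES-buffered (25 mM, pH 7.4) F12 plus 0.5% BSA | Dosing: Single-point compound dose | Signal: Bottom-read fluorescence, 550/595 nm | Read-out: Retained DiI signal reflecting DiI-HDL uptake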
# cardiac RTF act – cardiac RTF calcium sensitivity activators, primary screen, biochemical, IANBD-TnC fluorescence, EC20 calcium. Troponin I, cardiac muscle (Homo sapiens) + Troponin T, cardiac muscle (Homo sapiens) + …. IANBD-labeled TnC RTF fluorescence at EC20 calcium; 0% EC20 calcium, 100% full calcium. activation, % at 7.2 µM. actives 0.24% (n = 340,000);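 active = activation above the mean over all tested compounds plus 3 SD, cut at about 30% in these data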;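 also: rise in fluorescence read as greater calcium sensitivity of cardiac thin filaments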
# DAGLB inh – DAGLB lipase inhibitors, primary screen, biochemical, fluorescence, HTS; Diacylglycerol lipase-beta (Homo sapiens), Q8NCG7; HEK293T DAGLB membrane lysate, EnzChek fluorogenic substrate; inhibition, % at 5.17 µM; actives 0.059% (n = 340,000); in the data active = inhibition above about 34%;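 also: 0% = enzyme with vehicle and 100% = wells lacking enzyme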
# Target sequence (Q8NCG7 whole entry, looked up): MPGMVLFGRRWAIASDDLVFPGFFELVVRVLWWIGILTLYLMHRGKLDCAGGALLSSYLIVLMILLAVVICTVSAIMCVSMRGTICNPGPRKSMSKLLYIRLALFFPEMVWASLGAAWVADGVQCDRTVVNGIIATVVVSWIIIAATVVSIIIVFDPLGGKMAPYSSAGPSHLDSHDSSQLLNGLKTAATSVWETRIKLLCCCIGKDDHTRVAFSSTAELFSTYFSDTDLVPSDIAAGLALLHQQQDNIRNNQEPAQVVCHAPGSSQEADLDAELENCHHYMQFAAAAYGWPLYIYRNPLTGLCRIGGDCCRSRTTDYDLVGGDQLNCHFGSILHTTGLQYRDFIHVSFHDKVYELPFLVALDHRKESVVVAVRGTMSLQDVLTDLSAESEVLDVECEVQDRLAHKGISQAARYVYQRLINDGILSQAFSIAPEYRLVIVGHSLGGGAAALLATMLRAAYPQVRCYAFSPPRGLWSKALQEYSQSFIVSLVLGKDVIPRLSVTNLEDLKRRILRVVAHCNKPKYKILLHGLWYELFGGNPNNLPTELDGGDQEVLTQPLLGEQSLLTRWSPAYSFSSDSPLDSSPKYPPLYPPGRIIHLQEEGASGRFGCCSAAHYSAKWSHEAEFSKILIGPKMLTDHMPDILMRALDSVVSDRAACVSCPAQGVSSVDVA
# Keap1 Nrf2 FP – Keap1-Nrf2 protein-protein interaction inhibitors, primary screen, biochemical, fluorescence polarization, single point. Kelch-like ECH-associated protein 1 (Homo sapiens), Q14145. Keap1 Kelch-Nrf2 peptide fluorescence polarization, 1536-well. inhibition, % at 9.4 µM. actives 0.15% (n = 340,000). AID 504523, 2011; in the data active = inhibition above about 12%;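 also: human Keap1 Kelch domain with fluorescein labeled Nrf2 9mer peptide probe; 0% = neutral control wells and 100% = peptide positive control; higher means more block of Keap1 binding to Nrf2 peptide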
# Rtt109 HAT inh – inhibitors of C. albicans Rtt109/Vps75 HAT, primary screen, biochemical, ThioGlo CoA-SH fluorescence, plate reader; inhibition, % at 34.9 µM; actives 0.16% (n = 330,000); purified Rtt109/Vps75, 4 h; Histone acetyltransferase RTT109 (Candida albicans (strain SC5314 / ATCC MYA-2876)), …; AID 540336, 2011;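 active = inhibition of at least 50% in every replicate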
# Target sequence (Q5AAJ8 whole entry, looked up): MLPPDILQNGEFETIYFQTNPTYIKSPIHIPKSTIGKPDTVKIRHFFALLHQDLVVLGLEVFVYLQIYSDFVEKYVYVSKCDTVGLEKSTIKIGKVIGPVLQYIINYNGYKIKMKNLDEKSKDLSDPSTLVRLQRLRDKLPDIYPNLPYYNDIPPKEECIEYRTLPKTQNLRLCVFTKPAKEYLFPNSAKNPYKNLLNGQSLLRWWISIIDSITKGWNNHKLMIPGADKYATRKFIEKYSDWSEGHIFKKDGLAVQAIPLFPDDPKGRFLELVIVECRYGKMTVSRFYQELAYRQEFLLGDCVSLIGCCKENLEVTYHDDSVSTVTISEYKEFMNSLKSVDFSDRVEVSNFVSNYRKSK
# PKA-R2B act – activators of PKA-R2B holoenzyme, primary screen, biochemical, fluorescence polarization, Cy5-IP20, human | cAMP-dependent protein kinase catalytic subunit beta (Homo sapiens) + cAMP-dependent … | PKA-R2B holoenzyme dissociation; R2B truncated from residue 108, S112A mutant; 0% DMSO only, 100% 113 µM cGMP | activation, % at 11.4 µM | actives 0.079% (n = 340,000) | AID 504700, 2011;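 active = activation above a cutoff set at the mean over all compounds plus 3 SD, cut at about 18% in these data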;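 also: higher means more holoenzyme dissociation and a rise in polarization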
# CAL PDZ FP-1 – CAL PDZ peptide-binding inhibitors, primary screen, biochemical, fluorescence polarization, Cer-tagged CAL PDZ, HTS; Golgi-associated PDZ and coiled-coil motif-containing protein (Homo sapiens), Q9HD26; purified CAL PDZ, TMR-peptide fluorescence polarization, 1 h; inhibition, % at 20 µM; actives 0.02% (n = 330,000); AID 504414, 2011;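 active = highest replicate inhibition of at least 40%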;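 also: plate controls were DMSO neutral control wells for no effect and unlabeled competitor peptide control wells for full effect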
#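 System: tagged CAL PDZ domain. Schedule: 1 h room-temperature incubation prior to read. Signal: fluorescence polarization (mP). Measure: percent inhibition from loss of millipolarization.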
# Cardiac RTF inh – cardiac RTF calcium sensitivity inhibitors, primary screen, biochemical, IANBD-TnC fluorescence, EC70 calcium | Troponin I, cardiac muscle (Homo sapiens) + Troponin T, cardiac muscle (Homo sapiens) + … | IANBD-labeled cardiac RTF, Ca2+ fluorescence | inhibition, % at 7.15 µM | actives 0.12% (n = 340,000) | AID 493244, 2011;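 active = inhibition above the mean inhibition of all tested compounds plus 3 SD, cut at about 17% in these data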;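 also: assay run at fixed EC70 calcium of 1.6 mM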
# CAL PDZ FP-2 – untagged CAL PDZ binding inhibitors, primary screen, biochemical, fluorescence polarization, HTS. Golgi-associated PDZ and coiled-coil motif-containing protein (Homo sapiens), Q9HD26. purified CAL PDZ, TMR-peptide fluorescence polarization, 1 h. inhibition, % at 24.9 µM. actives 0.92% (n = 300,000). AID 602252, 2012;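 active = mean inhibition of at least 30% with at least half of replicates also reaching 30%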;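 also: 0% = DMSO neutral control and 100% = excess unlabeled competitor peptide PRC23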
# The depositor's hits bear a star; . = not tested or not shown. Rows are unselected; any-hit rate near 1.6%.
C-LANA FP	SR-BI uptake up	cardiac RTF act	DAGLB inh	Keap1 Nrf2 FP	Rtt109 HAT inh	PKA-R2B act	CAL PDZ FP-1	Cardiac RTF inh	CAL PDZ FP-2	canonical_smiles
0.8	10	-1	1	-4	9	-5	-1.7	1	.	COc1ccc(CNC(=O)CCC(=O)n2ncc3cc(C)ccc32)cc1
-0.4	-13	-1	2	-10	.	1	-2.4	-2	1	CC(=O)c1ccc(N=Nc2ccc(N(C)C)cc2)cc1
-0.1	-88	-3	-4	-6	8	1	0.0	3	-8	CCCCOC(=O)c1ccc(-c2ccc(/C=N/NC(=S)NCC)o2)cc1
-1.0	4	-7	0	1	1	-8	.	2	-4	CN(C)S(=O)(=O)c1ccc(C(=O)N2CCN(S(=O)(=O)c3cccs3)CC2)cc1
0.5	7	5	1	-2	6	-8	-1.7	-4	-5	CC(C)C(=O)C1=Cc2cccc([N+](=O)[O-])c2OC1N1CCOCC1 (centres undefined)
2.0	14	5	6	-2	8	-2	-0.2	-16	-5	Cc1ccoc1C(=O)Nc1ccc(CC(=O)O)cc1
2.5	-14	-3	3	3	2	-11	0.5	1	0	Cc1ccc(C(C)(C)C)cc1S(=O)(=O)N1CCC(C(=O)N2CCN(c3ccc(O)cc3)CC2)CC1
-3.5	-8	7	-1	-18	-6	-4	-0.1	-9	-2	O=C1OCCN1C(=O)[C@H]1[C@H](c2ccccc2)C(c2ccccc2)=NN1c1ccccc1
0.8	-1	-2	3	2	1	0	-1.6	2	-5	CCOC(=O)C1=C(C)Nc2nc3ccccc3n2C1c1ccc(O)cc1 (centres undefined)
1.3	0	4	-3	-6	-3	-2	-3.4	-4	-5	O=C(Nc1cc(Cl)ccc1Oc1ccccc1)c1cnccn1
-2.5	5	-1	1	-3	-13	-2	0.9	-2	.	CC[n+]1c(C)cc2c(sc3ccccc32)c1C
-0.8	9	1	5	-5	-2	9	-1.5	1	-1	O=C(CSCc1ccc([N+](=O)[O-])cc1)Nc1ccccc1C(=O)O
1.1	5	4	-9	4	8	0	.	-13	-6	CCCCCCCCC(=O)Nc1cc(C)ccc1OC
0.7	-61	-6	-7	-1	13	5	-1.7	-14	-1	Cc1ccc2c(c1)CCCN2C(=O)c1cc(C)c(C)s1
1.6	7	-2	-2	-3	7	-5	-0.9	-2	-1	Cc1ccc(NC(=O)c2c(C(F)(F)F)nn(C)c2Cl)cc1C
0.2	-34	10	1	-3	-1	-17	-3.6	-36	6	O=C(Nc1ccc(S(=O)(=O)NC2=NCCCCC2)cc1)c1ccc(Cl)cc1Cl
-0.4	-5	4	3	3	-12	9	-0.5	5	10	O=C(CSc1nnc2ccc(-c3ccccn3)nn12)Nc1ccccc1
0.6	-4	5	-1	1	-1	1	-0.2	-12	.	CC(C)n1c(=O)c2c(O)cc(=O)oc2c2ccccc21
1.4	8	-5	1	3	11	1	-1.3	4	2	CCN(c1cccc(C)c1)S(=O)(=O)c1cccc2nsnc12
2.3	-2	-3	0	2	-19	-4	-0.1	-7	-6	Cc1ccccc1SCC(=O)NCCCn1ccnc1

# Quoted from the listing.
# In Rtt109 HAT inh, CCCCCCCCC(=O)Nc1cc(C)ccc1OC is listed with 8
# In PKA-R2B act, O=C(Nc1ccc(S(=O)(=O)NC2=NCCCCC2)cc1)c1ccc(Cl)cc1Cl is listed with -17

# Going on with the list:
C-LANA FP	SR-BI uptake up	cardiac RTF act	DAGLB inh	Keap1 Nrf2 FP	Rtt109 HAT inh	PKA-R2B act	CAL PDZ FP-1	Cardiac RTF inh	CAL PDZ FP-2	canonical_smiles
0.4	.	0	-3	0	0	4	-1.2	-14	.	Oc1cccc(/C=N/NC(=S)NCCN2CCOCC2)c1O
-2.3	0	-2	-2	0	-4	-6	-1.3	-3	-4	CCOC(=O)C1CCN(C(=O)c2oc3ccc4c(c3c2C)C(O)CC2(CCCCC2)O4)CC1 (centres undefined)
-0.7	38	-1	1	3	-3	-9	-1.6	-8	0	CCCCCCNCc1cccc(Br)c1
0.1	2	2	2	2	-1	-2	-0.8	-7	-4	COCCCNC(=O)Cn1ncc2ccsc2c1=O
3.1	-2	-2	-4	3	5	5	0.2	-13	5	Cc1cccc(C(=O)N2CCC(=O)N(C(COCc3ccccc3)Cc3ccccc3)CC2)c1 (centres undefined)
2.5	-9	-1	-1	3	-5	8	-1.1	6	-2	COc1ccc2cc(C3(C)NC(=O)N(CC(=O)N4CCCCC4)C3=O)ccc2c1 (centres undefined)
-0.2	-7	0	1	-1	0	-3	-1.3	-14	-1	CCc1ccc(NC(=O)CS(=O)CC(=O)Nc2ccc(-n3cnnn3)c(C)c2)cc1 (centres undefined)
-0.2	-10	0	-2	-2	7	11	-0.6	-5	-6	O=C(CCCC(=O)c1ccc(O)cc1)c1ccc(O)cc1
-3.0	-5	-1	-1	-6	-5	3	-0.2	-13	.	O=C(NCc1ccccn1)c1nnc(Cc2ccc(Cl)cc2)o1
0.1	-5	3	3	-2	-9	-7	-0.2	3	-6	CCN(CC)S(=O)(=O)c1ccc2c(c1)c(=O)c(C(=O)NCCCN(C)c1ccccc1)cn2C
0.9	.	2	1	-7	0	-6	-3.2	-4	-3	O=C1NC(C(=O)O)=CC(c2ccc([N+](=O)[O-])cc2)N1 (centres undefined)
0.1	6	-3	1	-6	5	-1	-1.2	-6	.	Cn1c(=O)n(C)c2cc(N3CCCCC3)c(NC(=O)c3cccc(Cl)c3)cc21
-1.1	-23	11	-1	-5	2	4	-0.7	2	-6	COc1ccc(CCN(C)C(=O)CN2C(=O)NC3(CCCc4ccccc43)C2=O)cc1OC (centres undefined)
0.5	5	8	-8	-4	1	-4	-2.7	-12	-1	CCOc1ccc(S(=O)(=O)NCCC(=O)NCc2ccco2)cc1
-0.2	1	3	-1	-3	7	0	0.5	-11	-4	C/C(=N\NC(=O)CCC(=O)Nc1ccccc1)c1cccs1
0.1	17	4	1	-7	1	3	0.3	-2	-2	O=C(CSc1nnnn1C1CCCCC1)NCc1ccco1
-2.0	-3	-2	-7	3	8	2	-1.3	0	.	CCOC(=O)n1c(=O)n(Cc2ccccc2Cl)c2ccccc21
6.4	2	7	0	1	-8	0	-0.6	-1	-3	COc1ccccc1N1CCN(C(=O)c2cc(S(=O)(=O)N3CCCCC3)ccc2C)CC1
-0.7	4	-2	-1	-1	30	2	-1.9	-1	0	CN1CCCN(C(=O)C2CCCCC2)CC1
0.2	27	2	2	2	10	-5	-0.1	-4	.	COc1ccc(CC(=O)OCC(=O)NC(=O)NC23CC4CC(CC(C4)C2)C3)cc1

# Grouped by structure: the entries above with a nitro group on carbon
C-LANA FP	SR-BI uptake up	cardiac RTF act	DAGLB inh	Keap1 Nrf2 FP	Rtt109 HAT inh	PKA-R2B act	CAL PDZ FP-1	Cardiac RTF inh	CAL PDZ FP-2	canonical_smiles
0.5	7	5	1	-2	6	-8	-1.7	-4	-5	CC(C)C(=O)C1=Cc2cccc([N+](=O)[O-])c2OC1N1CCOCC1 (centres undefined)
-0.8	9	1	5	-5	-2	9	-1.5	1	-1	O=C(CSCc1ccc([N+](=O)[O-])cc1)Nc1ccccc1C(=O)O
0.9	.	2	1	-7	0	-6	-3.2	-4	-3	O=C1NC(C(=O)O)=CC(c2ccc([N+](=O)[O-])cc2)N1 (centres undefined)

# Further compounds.
C-LANA FP	SR-BI uptake up	cardiac RTF act	DAGLB inh	Keap1 Nrf2 FP	Rtt109 HAT inh	PKA-R2B act	CAL PDZ FP-1	Cardiac RTF inh	CAL PDZ FP-2	canonical_smiles
-0.2	.	-4	-14	1	-1	-4	0.3	-2	-5	COc1ccc(NC(=S)NC(=O)c2cncc(Br)c2)cc1
-0.3	3	1	1	-3	1	1	1.0	1	-7	COc1cc(OC)cc(C(=O)N2CCN(S(C)(=O)=O)CC2)c1
-0.4	-13	-2	-3	-1	-2	-9	-3.6	5	-2	Cc1ccccc1S(=O)(=O)Cc1ccc(C(=O)NCc2cccs2)o1
0.1	9	-2	0	0	4	2	-0.9	2	-3	Cc1noc(C)c1C(=O)OCC(=O)Nc1ccccc1C(=O)NC(C)c1ccccc1 (centres undefined)
1.3	8	-6	-1	-3	13	4	-0.6	0	-6	Cc1ccc([C@@H]2CC=C(C(=O)O)[C@H](c3cccc(F)c3)N2S(=O)(=O)c2ccccc2C)cc1
1.6	.	0	1	-4	2	-2	-3.5	2	-2	COc1cccc(/C=C/C(=O)N2CC(C)OC(C)C2)c1OC (centres undefined)
3.2	.	0	3	-3	-8	1	-0.1	-2	-3	CCOc1ccc(C(C)=O)cc1CSc1nnc(-c2ccoc2C)n1N
0.0	5	5	-11	2	21	11	-1.5	-2	14	CC(=O)OC1CC(C)(C)N(OC(=O)c2ccccc2)C(C)(C)C1
0.7	4	-2	0	-4	5	-2	-0.4	1	-1	COc1ccc(OC)c(NC(=O)COC(=O)CCNc2ccccc2OC)c1
1.1	4	0	2	-4	-6	1	-0.7	-5	11	O=C(NCC1CCCO1)c1cc2cc(F)ccc2[nH]1 (centres undefined)
1.0	-35	1	-2	-1	0	-7	-1.4	-10	-4	CC(C)CCOCc1nc2sc3c(c2c(=O)[nH]1)CCC(C)C3 (centres undefined)
1.2	-17	2	4	-6	7	-2	-2.3	9	-4	Cc1ccc(N2CC(C(=O)Nc3nc4ccc(S(C)(=O)=O)cc4s3)CC2=O)cc1 (centres undefined)
-0.4	-13	-2	-6	3	2	11	-1.0	-5	-4	COC(=O)c1sccc1NC(=O)c1ccc(C#N)cc1
-1.7	28	5	5	-3	-17	-4	-5.9	-7	-13	Cn1c(=O)cc(OCCCC(=O)Nc2cccnc2)c2ccccc21
0.4	-8	-4	2	4	-17	4	-1.4	-6	38*	Cc1ccc(Nc2nc(N)nc(CSc3nccn3C)n2)c(C)c1
0.1	14	1	-1	2	-3	9	.	-2	-2	CCOC(=O)C1C2C=CC3(CN(C4CCCC4)C(=O)C13)O2 (centres undefined)
0.2	.	-1	16	-1	-6	-17	-3.2	3	-5	COc1ccc(-n2nc(C(=O)NCC(=O)NCCC3=CCCCC3)c3ccccc3c2=O)c(OC)c1

# Bioassay records: PubChem, several laboratories
